Source: PubChem
mHtt clearance = clearance of mutant huntingtin inclusions, primary screen, imaging, HeLa Exon1htt(103Q)mCFP, confocal imaging; aggregate imaging; zero = plate's median compound well; inhibition, % at 1.5 µM; 47,000 tested, 0.42% active;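 active = inhibition of aggregate fluorescence above about 70%, also judged a hit by eye on the cell image, limit read from the data, passing the limit was not always enough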;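 note: cells exposed to compound for three days before fixation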
mHtt clearance grain fraction = also measured in mHtt clearance; calls as there; fraction fluorescence in grains; measured here: aggregate grain fluorescence fraction; hits give low values;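 scaled fraction of total cell fluorescence in grains with unit not stated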
Starred values were filed as active, the others as inactive.

The opening 5 records (preview)
molecule,mHtt clearance,mHtt clearance grain fraction
COc1ccc(C2C(C(=O)NCCN(C)C)c3ccccc3C(=O)N2C)cc1OC (stereo not given),-35.8,51.7
CCCn1c(SCC(=O)Nc2sc(C)c(C)c2C#N)nnc1C(C)C,-28.7,50.9
O=C(CSCCO)Nc1nccs1,-10.4,39.9
CCOC(=O)COc1cc(N2C(=O)CSCC2=O)c(Cl)cc1Cl,26.7,28.5
CCOc1ccccc1-n1c(SCC(=O)Nc2nccs2)nnc1-c1ccoc1C,-29.1,44

This part in full, repeating the preview:
molecule,mHtt clearance,mHtt clearance grain fraction
COc1ccc(C2C(C(=O)NCCN(C)C)c3ccccc3C(=O)N2C)cc1OC (stereo not given),-35.8,51.7
CCCn1c(SCC(=O)Nc2sc(C)c(C)c2C#N)nnc1C(C)C,-28.7,50.9
O=C(CSCCO)Nc1nccs1,-10.4,39.9
CCOC(=O)COc1cc(N2C(=O)CSCC2=O)c(Cl)cc1Cl,26.7,28.5
CCOc1ccccc1-n1c(SCC(=O)Nc2nccs2)nnc1-c1ccoc1C,-29.1,44
O=S(=O)(NC1CCCC1)c1ccc(Br)s1,-3.1,17.5
O=S(=O)(c1ccc(Br)s1)N1CCN(c2ccccn2)CC1,-6.3,20.5
O=C(CSc1n[nH]c(-c2ccccc2)n1)NC(=O)NCc1ccco1,-50.7,25.4
CC(C)CNC(=S)NC1CC2CCC(C1)N2Cc1ccccc1 (stereo not given),9.7,27.8
CC1=C(C(=O)Nc2ccccc2)C(c2ccco2)C(C#N)=C(SCc2ccccc2)N1 (stereo not given),24.2,32
Cc1cc(N2CCCCC2)n2ncc(-c3ccccc3)c2n1,-11.2,39.3
Cc1noc(C)c1COC(=O)Cn1c(C)nc2ccccc21,-0.6,20.4
COc1ccc(N2CCN(C(=O)CN(c3ccc(Br)cc3)S(C)(=O)=O)CC2)cc1,-2.3,38.9
O=C(CCn1c(=O)oc2ccccc21)NC1=NCCS1,-15.9,23.8
Cn1c(=O)n(CC(=O)Nc2ccc(F)cc2)c2ccccc21,13.4,15.6
CCOC(=O)COn1c(SCC(=O)OCC)nc2ccccc2c1=O,24.8,17.8
Cc1ccc(N(CC(=O)Nc2cccc(C)c2)S(=O)(=O)c2cccc3nonc23)cc1,28.8,20.4
CC(C)C(=O)c1cn(CC(=O)NCc2ccc3c(c2)OCO3)c2ccccc12,11.3,15.8
O=C(Nc1nnc(CC(=O)N2CCOCC2)s1)c1cccs1,27.5,12.7
C=CCOc1cccc(C2/C(=C(\O)c3ccc(F)cc3)C(=O)C(=O)N2CCN(C)C)c1 (stereo not given),-208.5,59

Other records:
molecule,mHtt clearance,mHtt clearance grain fraction
CCC(C)(C(=O)NC1CCCCC1)N(Cc1ccco1)C(=O)c1cnccn1 (stereo not given),32.9,11.1
COc1ccc(CCNC(=O)C2CCN(S(=O)(=O)N3CC(C)CC(C)C3)CC2)cc1OC (stereo not given),45.9,19.9
O=[n+]1c2c(n([O-])c3cc(F)c(F)cc31)CCCC2,-67.1,61.9
CCN(CC)c1nc2c(s1)C(=O)NCCC2,43.3,22.4
COc1cccc(-c2cc(C(=O)Nc3ccccc3SC)no2)c1,-24.1,22.6
CCOc1ccc(NC(=O)CN(C)CC(=O)Nc2ccccc2C#N)cc1OCC,39.2,18.7
O=C(Nc1ccc(N2CCN(C(=O)c3ccco3)CC2)c(Cl)c1)c1cc2ccccc2o1,19.2,14.2
COC(=O)CN1C(=O)C2(C(C#N)=C(N)Oc3cc(C)oc(=O)c32)c2ccccc21 (stereo not given),-24.1,42.7
Cn1c(CSc2nnc(SCc3ccccc3)s2)nc2ccccc21,-7.8,35.3
CCS(=O)(=O)N1Cc2ccccc2CC1C(=O)N1CCN(c2cccc(C)c2C)CC1 (stereo not given),-55.0,33.9
CCN1/C(=C/C(=O)c2ccco2)Sc2ccccc21,19.1,27.9
C=CCn1c(SCC(=O)Nc2nnc(CC)s2)nnc1-c1cccnc1,-14.1,49.5
NC(=O)CSc1nnc(Cc2ccc3c(c2)OCO3)n1C1CCCCC1,-9.3,40.1
CN(C(=O)c1cc2n(n1)C(C(F)(F)F)CC(c1ccco1)N2)c1ccc(OC(F)(F)F)cc1 (stereo not given),1.8,37.7
O=C(NCc1ccccc1)c1ccc(F)c(S(=O)(=O)N2CCOCC2)c1,-44.6,41.4
CCOC(=O)c1c(C)nc2c(c1C)/C(=N/O)CC(C)(C)C2,9.5,40.5
COc1ccc2c(Cl)c(C(=O)NCCCn3ccnc3)sc2c1Cl,-39.0,52.3
CC1=NN(c2ccccc2)C(=O)C1N=Nc1ccc(N)cc1 (stereo not given),-58.0,60.8
CC12CCC(C(=O)Nc3ncc([N+](=O)[O-])s3)(OC1=O)C2(C)C (stereo not given),14.4,32.2
COc1ccc(C2=NO[C@@H]3C(=O)N(C4CCCCC4)C(=O)[C@H]23)cc1OC,-2.8,36.3

The final 2 records of the section before come first, to join the parts:
molecule,mHtt clearance,mHtt clearance grain fraction
CC12CCC(C(=O)Nc3ncc([N+](=O)[O-])s3)(OC1=O)C2(C)C (stereo not given),14.4,32.2
COc1ccc(C2=NO[C@@H]3C(=O)N(C4CCCCC4)C(=O)[C@H]23)cc1OC,-2.8,36.3
COc1ccccc1-n1c(C)nc(=O)c(-c2ccccc2)c1C,-14.6,18.5
Cc1ccc(-c2cc(C)nc3ncnn23)cc1,27.4,37.8
COc1ccccc1N1CCN(C(=O)C(C)N(c2ccc(C)cc2)S(C)(=O)=O)CC1 (stereo not given),-6.0,21.3
COC(=O)c1ccccc1NC(=O)CSc1nnc(C(CO)NC(=O)c2ccccc2)n1C (stereo not given),21.8,14.7
O=C(N/N=C/C1CCCCC1)c1ccccn1,-11.6,44.1
O=C(Nc1ccccc1)O/N=C/c1ccccc1Cl,-37.0,27.1
COc1ccccc1-c1nc(C#N)c(N2CCN(Cc3ccccc3)CC2)o1,-59.2,55.2
Cc1cc(NC(=O)CSc2nc3ccccc3n2CC(=O)N2CCCCC2)no1,-3.9,20
COc1ccc(OC(C)C(=O)N2CC(C)OC(C)C2)cc1 (stereo not given),22.6,15.2
CCOc1cc(C(=O)Nc2nnc(C)s2)cc(OCC)c1OCC,-41.8,45.7
CCC(C)C(=O)Nc1nc2c(s1)C(=O)CC(C)(C)C2 (stereo not given),60.7,12.1
COc1ccc(CCn2c(=N)c(C(=O)NCc3ccco3)cc3c(=O)n4cccc(C)c4nc32)cc1,3.0,34.5
Cc1ccccc1CS(=O)(=O)Cc1ccc(C(=O)NCC2CCCO2)o1 (stereo not given),-6.6,39.5
CN(C)CCNC(=O)c1ccc(-c2nn(C)c(=O)c3ccccc23)cc1,36.2,13.5
COc1ccc(S(=O)(=O)N(CC(=O)NC2CC2)C2CCCCC2)cc1Cl,17.7,32.1
CCOC(=O)c1sc(NC(=O)CNC(=O)Cn2cnc3sc(C)c(C)c3c2=O)nc1C,62.4,7.14
CC(=O)c1ccc(N2C(=O)[C@@H]3C(CCC(N)=O)NC4(C(=O)Nc5c4ccc(Cl)c5C)[C@@H]3C2=O)cc1 (stereo not given in full),3.7,42.3
CCOc1ccc(NC(=O)CN(C)CC(=O)NC2CCCc3ccccc32)cc1OCC (stereo not given),-44.2,24.1
O=C(O)CCN1/C(=C/C=Nc2ccccc2)Oc2ccccc21,3.2,41.1
O=C(Nc1ccc(F)cc1)c1nsc(Cl)c1Cl,-36.9,26.5

The listing continues:
molecule,mHtt clearance,mHtt clearance grain fraction
c1csc(-c2nn3c(C4COc5ccccc5O4)nnc3s2)c1 (stereo not given),61.4,7.67
CCCC(=O)Nc1ccc2c(c1)nc(CN1CCCCC1)n2C,24.7,25.7
COc1cccc(-c2cc(C(=O)NCCN3CCOCC3)no2)c1,11.3,26.6
CC1Cc2ccccc2N1C(=O)C1CCN(S(=O)(=O)Cc2ccccc2)CC1 (stereo not given),19.2,28.3
CC1CCN(S(=O)(=O)c2ccc(NC(=O)CN3CCN(c4ccccc4)CC3)cc2)CC1,-46.7,54.8
O=CNCC(=O)NCCc1ccc(Cl)cc1,0.4,42.3
CCOc1ccccc1-n1c(CN2CCN(C(=O)c3ccco3)CC2)nc2ccccc2c1=O,19.2,15.3
COC(=O)C1(S(=O)(=O)c2cc(Br)cc3c2N(C(C)=O)CC3)CC1,60.0,15.2
Cc1cccc(NS(=O)(=O)c2cc(C(=O)N3CCN(C)CC3)ccc2C)c1,-29.8,25.2
O=C1N(CCCCN2C(=O)C3(OCCO3)c3ccccc32)c2ccccc2C12OCCO2,41.2,10.4
CCOC(=O)CSc1nc2ccccc2c(=O)n1CC1CCCC1,3.4,17.2
O=C(N=NC(=O)c1ccc2c(O)n(C3CCCCC3)c(O)c2c1)c1cccnc1,17.6,18.2
CCC(CO)N=CC1=C(O)C(C(=O)c2ccccc2)CCC1=O (stereo not given),5.5,32
COc1ccc(CCNC(=O)Cn2nnc(-c3ccc(N(C)C)cc3)n2)cc1OC,3.3,16.9
COc1ccc(N2CCN(C(=O)CCCn3c(=O)[nH]c4cc(Cl)ccc4c3=O)CC2)cc1,22.4,16.3
c1ccc(CSC2=NCCCN2)cc1,-4.1,20.4
C/C(O)=C(/N=O)C(=O)Nc1ccccc1,13.6,31.4
Cc1ccc(Oc2cc(-n3nc(C)cc3C)ncn2)cc1,41.0,11.7
Cc1ccc(C2CN(c3ccccc3)CC2C(=O)c2ccc(F)cc2)cc1 (stereo not given),14.2,33
COc1ccc(OC)c(C(=O)CSc2nc3c(c(=O)n(C)c(=O)n3C)n2C(C)C)c1,-6.4,41.9

3 compounds from above, ordered by number of heavy atoms, rising:
molecule,mHtt clearance,mHtt clearance grain fraction
O=CNCC(=O)NCCc1ccc(Cl)cc1,0.4,42.3
O=C(NCc1ccccc1)c1ccc(F)c(S(=O)(=O)N2CCOCC2)c1,-44.6,41.4
O=C(Nc1ccc(N2CCN(C(=O)c3ccco3)CC2)c(Cl)c1)c1cc2ccccc2o1,19.2,14.2

Going on with the list:
molecule,mHtt clearance,mHtt clearance grain fraction
Cc1ccc(S(=O)(=O)N(C)CC(=O)N2CCN(C(=O)c3ccco3)CC2)cc1,-12.7,38.8
COCCNc1cc(C)nc2c3c(C)cc(C)nc3nn12,-19.8,51.3
Cc1ccc2c(c1)N(CCC(=O)NCc1ccco1)C(=O)CO2,-10.2,22.8
CC(=O)c1c(C)cc(C)c(CSc2nnc(-c3ccco3)o2)c1C,-103.3,41.8
O=C(CN1CCN(Cc2ccccc2)CC1)NC(=O)NCc1ccco1,41.6,21.1
O=C(O)C1CCCCC1C(=O)NCCc1ccncc1 (stereo not given),27.7,14.9
CCS(=O)(=O)NCc1ccc2c(c1)cc(C)n2C,-16.9,47.9
COc1ccc(NC(=O)CN2CCN(c3ccc(F)cc3)CC2)cc1Cl,-6.4,21.5
COc1cc(C(=O)Oc2ccccc2/C=N/NC(=O)c2ccc(C)cc2)cc(OC)c1OC,26.1,21.6
COC(=O)[C@@H](NC(=O)NCc1cccc(OC)c1)C(C)C,8.8,16.4
CC(=O)N1CCN(Cc2nc3cc(NS(C)(=O)=O)ccc3n2C)CC1,4.2,18.7
Cc1ccccc1CS(=O)(=O)c1snnc1C,-9.0,23.3
CC(=O)Nc1ccc(S(=O)(=O)n2nc(-c3ccc(C)cc3)nc2N)cc1,36.5,21.7
Cc1cc(=O)[nH]c(SCCOc2ccc(OC(C)C)cc2)n1,-27.6,22.3
O=C(O)CCCNS(=O)(=O)c1ccccc1,-46.2,28.1
CN1CCN(C(=O)c2ccc(N(Cc3ccc(Cl)cc3)S(C)(=O)=O)cc2)CC1,-0.9,34.7
CCCn1c(N)c(C(=O)CSc2nc3ccccc3n2CCC#N)c(=O)n(C)c1=O,32.9,12
CSc1cccc(NC(=O)Nc2ccc(Cl)cc2)c1,-11.6,44.3
O=C(Nc1nnc(COc2ccc(Cl)cc2)s1)c1cccs1,-82.0,30.2
COC(=O)c1nnn(-c2nonc2N)c1CSc1nc2ccccc2s1,16.8,16.9

The listing continues.
molecule,mHtt clearance,mHtt clearance grain fraction
CC1CCCN(Cc2nc3c(c(=O)n(C)c(=O)n3C)n2CC(N)=O)C1 (stereo not given),53.0,20.1
O=C(Cn1ncn2c(cc3ccccc32)c1=O)NCc1ccco1,-18.1,21.2
Cc1cccc2cc(CN(Cc3ccco3)C(c3nnnn3CCc3ccccc3)C(C)C)c(=O)[nH]c12 (stereo not given),-2.5,37.1
Cc1nc2scc(-c3cccs3)c2c(=O)n1-n1cccc1,4.5,37.2
Cc1cc2c(cc(C(=O)N3CCC(C(=O)N4CCCC4)CC3)n2Cc2c(F)cccc2Cl)o1,-60.4,65.7
CNC(=O)CSc1nnc(-c2ccncc2)n1Cc1ccccc1,28.1,26.4
N#CC1(c2nc3ccccc3[nH]2)CC1c1ccc2c(c1)OCO2 (stereo not given),36.7,22.7
Cc1ccc(OCC(=O)n2nc(C)cc2C)c(C)c1,-20.4,45.3
Cc1cccc(C(=O)NC(=S)N2CCN(C)CC2)c1,-30.5,49.1
Cc1cc2ncn(C(=O)N3CCC(C)CC3)c2cc1C,13.9,16.1
Cn1c(-c2ccc(F)cc2)cnc1SCC(=O)N1CCCCC1,-5.1,35.8
CSC1=NCCN1C(=O)c1c(-c2ccccc2Cl)noc1C,60.3,16.3
O=C(CN1C(=O)c2cccc3cccc1c23)N1CCN(c2ccccc2)CC1,0.1,18.4
COc1cc(CN2CCC(C(=O)NC3CCCC3)CC2)cc(Br)c1O,-9.8,40.3
CCCCS(=O)(=O)NC1=NCN(CCO)CN1,36.1,27.4
O=C(CSc1nnc(Cc2cc(=O)[nH]c(=O)[nH]2)n1-c1ccccc1)N1CCCc2ccccc21,-23.0,45.2
O=C(Nc1ccncc1)c1ccc(F)cc1,-16.9,44.2

A portion of the library; rates above refer to the full screens.
